Lipid storage S3: qHTS Assay for Lipid Storage Modulators in Drosophila S3 Cells; 320,000 tested, 0.64% active; Drosophila S3 cells, BODIPY lipid droplet fluorescence, 18-24 h; cells fed with added oleic acid; lipid storage change, negative = inhibition, % at the top dose, mostly 46.1 µM; hits show Potency in µM; active means well fitted inhibition curve with a large enough effect in the signal ratio, with a control signal flat, not every such curve was filed as active; inconclusive means small, poorly fitted or top-dose-only effect, or effect the other way, or a change in a side signal; the % refers to the signal ratio
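Laser-scanning cytometry quantifies lipid droplet accumulation (500–530 nm total intensity; droplet/cell object ratio) in oleic acid-fed (400 uM added) Drosophila S3 cells treated with a concentration series. 20 uM Triacsin C defined 100% inhibition.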
Lipid storage S3 cell count max: further read-out of Lipid storage S3, marked with its call; cell number change, %; measured here: cell count max response;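 cells counted by Cell Tracker Red CMTPX staining in the red channel; peak over a dose series mostly up to 46.1 µM; percent activity relative to internal control wells on each plate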
* hit, by the source's call; i = inactive; ? = inconclusive; / = not tested or not shown; [ ] = remark or other dose. On the % scale 0 is the no-effect control and ±100 the full control effect; potency means the concentration at half of the fitted maximal effect. The list is partial. The share of hits here may be higher or lower than overall.

entry	Lipid storage S3 cell count max	Lipid storage S3	smiles
1	/	?	CC(=O)N1CCN(Cc2nc3cc(NC(=O)c4ccc(F)cc4)ccc3n2C)CC1
2	30	i	COc1ccc(OCC(=O)Nc2ccc3c(c2)nc(CN2CCCC2)n3C)cc1
3	/	?	O=C(/C=C/c1ccc([N+](=O)[O-])cc1)OCC(=O)N1c2ccccc2Sc2ccccc21
4	-15	5%	Cc1ccc(/C=N/NC(=O)c2cc3c(ccc4ccccc43)o2)cc1[N+](=O)[O-]
5	-8	11%	COc1ccc(C(=O)N2CCC(C(=O)Nc3ccccc3C)CC2)cc1OC
6	/	?	COc1ccc(C(CNC(=O)c2cccc(S(=O)(=O)Nc3cccc(C)c3)c2)N2CCOCC2)cc1 (centres undefined)
7	/	?	Clc1ccc(-c2nc(/C=N/N3CCOCC3)c3ccccn23)cc1
8	/	?	Cc1ccc(/C=C/c2ccc(=O)n(Cc3ccccc3Cl)n2)cc1
9	/	?	Cc1cn(-c2ccccc2)c(C)c1/C=N\Nc1nc(N2CCOCC2)nc(N2CCOCC2)n1
10	/	?	COC1=CC(=Cc2c(N)n3nc(CC(=O)N4CCCCC4)sc3nc2=O)C=C(OC)C1=O
11	19	24%	O=C(NCc1cccnc1)C1c2ccccc2C(=O)N1C1CCCCCC1 (centres undefined)
12	-17	i	O=[N+]([O-])c1ccc(C2CCCC/C2=N/OCc2ccccc2F)c([N+](=O)[O-])c1 (centres undefined)
13	/	?	Cc1nn(Cc2ccccc2)c(=O)c2nn(-c3ccc(Cl)cc3)c(C)c12
14	-10	19%	N/C(=N\c1nc2ccccc2o1)NC(=O)C(Cc1ccccc1)N1C(=O)c2ccccc2C1=O (centres undefined)
15	13	15%	c1ccc(-c2ccc(-c3[nH]ncc3CN3CCC(N4CCSCC4)CC3)cc2)cc1
16	/	?	C=CCN=C(NC#N)SCCc1ccccc1
17	/	?	CN1c2ccccc2C2(C)CCCC3=Cc4cccc([N+](=O)[O-])c4OC312 (centres undefined)
18	7	-6%	CSC1=C(C#N)C(c2ccccc2Cl)C2=C(N1)c1ccccc1C2=O (centres undefined)
19	/	?	Cc1cc(C)cc(NCc2ccncc2)c1
20	/	?	Cc1ccccc1NC(=O)CN1C(=O)C2C3CC(C(Br)C3Br)C2C1=O (centres undefined)
21	/	?	COC(=O)c1ccc(C(=O)OC)c(NC(=O)COC(=O)C2CCC(C(C)(C)C)CC2)c1 (centres undefined)
22	11	7%	COc1ccc(NC(=S)Nc2ccc(C)c(Cl)c2)cc1OC
23	/	?	CC(C)(C)C(=O)CSc1nc(N)cc(=O)[nH]1
24	/	?	COc1ccccc1CC(=O)NCCN1CCCCC1
25	12	13%	CCOC(=O)c1cn2nc(N3CCCC3)ccc2n1
26	/	?	CC1=CCC2C(=O)N(c3cccc(C(=O)NCc4ccccc4)c3)C(=O)C2C1 (centres undefined)
27	/	18%	COc1ccc2c(c1)CCCC21NC(=O)N(CC(=O)NC(=O)NCc2ccccc2)C1=O (centres undefined)
28	/	?	CCOc1ccccc1NC(=O)c1ccoc1C
29	/	?	Nc1nccc(-c2ccc(-n3cccc3)cc2)n1
30	-8	23%	O=[N+]([O-])c1ccccc1/C=N/n1c(-c2cccnc2)n[nH]c1=S
31	/	?	O=C(O)c1ccccc1NC(=O)C1C2C=CC(C2)C1C(=O)O (centres undefined)
32	/	?	COc1cccc(/C=C2\CCCCC2=O)c1
33	/	?	COc1ccc(/C(C)=N\Nc2nc(-c3ccccc3)cc(=O)[nH]2)cc1
34	/	?	CSc1nc(SCC(=O)NCC2CCCO2)c2c3c(sc2n1)CN(C)CC3 (centres undefined)
35	3	9%	Cc1nn(-c2ccccc2)c(C)c1/C=C/C(=O)OCC(=O)Nc1ncc(C(F)(F)F)cc1Cl
36	17	i	CSCCC(NC(=O)OC(C)(C)C)C(=O)NC(C(=O)NC(CC(C)C)C(N)=O)C(C)C (centres undefined)
37	-17	6%	CCc1noc(C)c1C(=O)N1CCCC(C(=O)c2cc(F)ccc2OC)C1 (centres undefined)
38	/	?	CCN(CC)CCCN(Cc1cc2cc3c(cc2[nH]c1=O)OCO3)C(=S)NC
39	/	?	O=C(c1ccccc1)c1cc2ccccc2o1
40	/	?	N#Cc1ccc(OCC(=O)N2CCN(C(=O)c3ccco3)CC2)cc1
41	3	2%	CCCCCC/C=C/c1ccc([C@H]2[C@H]3C=CC[C@@H](C)[C@@H]3C(=O)N2Cc2ccccc2)c(F)c1
42	24	18%	Cc1csc(NC(=O)c2ccccc2)n1
43	/	?	Cc1ccc(S(=O)(=O)N2CCOCC2)cc1C(=O)OCC(=O)Nc1ccc2c(c1)OCO2
44	/	11%[9.22 µM]	O=C(NCc1ccc(F)cc1)C1CCC(=O)N1CCc1ccccc1 (centres undefined)
45	-8	-4%	Cc1nc(NCC2CCCO2)c2oc3ccccc3c2n1 (centres undefined)
46	25	i	CN1CCN(c2nc3ccccn3c(=O)c2C=O)CC1
47	/	?	Cn1cnnc1Sc1ccc(C(=O)OCC(=O)NCC(F)(F)F)cc1[N+](=O)[O-]
48	/	?	CCOc1ccc2nc(NC(=O)CSC3=NCCS3)sc2c1
49	-11	-18%	CCNC(=S)NNC(=O)c1cc(-c2cccc(C)c2)nc2ccccc12
50	-3	-16%	O=C(O)C1CCCN1C(=O)OCC1c2ccccc2-c2ccccc21 (centres undefined)
51	/	?	Cc1ccc(C(=O)COC(=O)CN2C(=O)C3C4CC(C(Br)C4Br)C3C2=O)cc1 (centres undefined)
52	-3	-11%	CC(C)(C)S(=O)(=O)c1ccccc1C(=O)O
53	/	?	CC(=O)c1ccc(NC(=S)NC(=O)Cc2ccc(Cl)cc2)cc1
54	12	8%	CC(C)C[C@H](NC(=O)[C@H](Cc1ccccc1)n1c(=O)[nH]c2ccccc2c1=O)C(=O)N1CCC[C@@H]1C(=O)O
55	-14	i	CCOc1ccc(NC(=S)N2CCN(S(=O)(=O)c3ccc(C)cc3)CC2)cc1
56	/	?	Cc1cc(Nc2ccc(C(C)C)cc2)n2ncnc2n1
57	/	?	CCCOc1ccccc1C1NC(=O)NC(C)=C1C(=O)OCc1ccccc1 (centres undefined)
58	-7	-18%	COC1CCCN(C(=O)c2ccc(OC3CCN(S(=O)(=O)N(C)C)CC3)cc2)C1 (centres undefined)
59	/	?	O=C(NCc1ccccn1)c1cc(-c2ccc(Cl)cc2)oc1C(F)(F)F
60	/	?	COc1ccc(CNC(=O)Nc2ccc(OC)cc2)cc1

3 of the entries above in order of the Lipid storage S3 cell count max value, high to low:
entry	Lipid storage S3 cell count max	Lipid storage S3	smiles
52	-3	-11%	CC(C)(C)S(=O)(=O)c1ccccc1C(=O)O
49	-11	-18%	CCNC(=S)NNC(=O)c1cc(-c2cccc(C)c2)nc2ccccc12
55	-14	i	CCOc1ccc(NC(=S)N2CCN(S(=O)(=O)c3ccc(C)cc3)CC2)cc1

Remaining list, next part
entry	Lipid storage S3 cell count max	Lipid storage S3	smiles
61	-13	-1%	COCCNC(C(=O)Nc1ccc(C)cc1[N+](=O)[O-])c1ccccc1 (centres undefined)
62	/	?	Cc1ccc(OCC(=O)Nc2ccc(C)c(F)c2)c([N+](=O)[O-])n1
63	/	?	COc1ccc(-c2csc(C3=C(O)CN(C(C)C)C3=N)n2)cc1OC
64	/	?	Cc1cc(C(=O)O)cc(S(=O)(=O)Nc2ccccc2C(=O)NC2CC2)c1C
65	3	-3%	Cc1ccc(NC(=O)NNC(=O)c2cccs2)cc1
66	6	2%	Cc1ccc(CNCc2cccnc2)s1
67	-9	-13%	CCCn1c(=C(C#N)C#N)s/c(=C2\C=Cc3ccccc3N2CC)c1=O
68	/	?	CCc1ccc(NC(=O)C2CCCN(S(=O)(=O)c3ccc4[nH]c(=O)ccc4c3)C2)cc1 (centres undefined)
69	-18	-4%	CCOC(=O)C1(Cc2cccc(Cl)c2)CCCN(C(=O)c2ccnn2C)C1 (centres undefined)
70	8	i	Cn1ccnc1C(OC(=O)c1ccccc1)C(F)(F)F (centres undefined)
71	-10	41%	COc1ccc2nc(-c3ccccc3)cc(C(=O)N3CCC3)c2c1
72	/	?	CCOc1ccc(NC(=O)CN(C)CC(=O)Nc2ccc(Br)cc2F)cc1OCC
73	/	i[0.0737 µM]	O=C(NCCCN1CCOCC1)c1ccc2ccccc2c1
74	-11	i	CSCC(=O)N1CCC(n2nccc2NC(=O)CCc2ccccc2)CC1
75	-4	8%	Cc1cc([N+](=O)[O-])ccc1NCc1ccc2ccccc2c1
76	-8	-3%	O=C(NCCN1CCOCC1)c1ccc2c(c1)N(Cc1c(F)cccc1Cl)C(=O)c1ccccc1S2
77	/	i	COC(=O)c1ccc2c(=O)[nH]c(CSc3nnc(C(F)(F)F)n3C)nc2c1
78	/	i	COC(=O)Cc1n[nH]c(=O)c2ccccc12
79	0	1%	COc1ccc(C(O)C(CC(=O)NCCCOC(C)C)C(=O)NCCCOC(C)C)cc1OC (centres undefined)
80	-22*	14µM*	O=c1c(Cc2c(F)cccc2Cl)c(O)ccn1CCc1ccccn1
81	/	?	CC(C)(C)c1cc(CCC(=O)NNC(=O)c2ccco2)cc(C(C)(C)C)c1O
82	/	?	CC(C)(C)NC(=O)C(OC(=O)c1ccco1)c1ccc(Cl)cc1 (centres undefined)
83	/	?	COc1ccc(CCn2c(C(C)C)nc3c(c(=O)c4ccccc4n3C)c2=O)cc1
84	/	-17%	CC1(C)CC2CC(C)(CN2/C=C2/CCCCC2=O)C1 (centres undefined)
85	-4	-7%	Cc1nc2nc(SCC(=O)O)nn2c(C)c1Cc1c(F)cccc1Cl
86	/	?	Cc1cc2c(cc1S(=O)(=O)Nc1c(C)cccc1C)n(C)c(=O)c(=O)n2C
87	/	?	CCN1CCC2(CC1)C(C#N)=C(N)Oc1c2sc2nc(C)cc(C)c12
88	-1	8%	CC(C)n1nccc1NS(=O)(=O)c1ccccc1
89	2	-26%	Cc1cccc(NC(=O)NCCc2c[nH]c3ccccc23)c1
90	-2	19%	O=[N+]([O-])c1ccc(Oc2ccc(/C=N/O)cc2)nc1
91	2	-16%	CCC1CCCCN1C(=S)NC(=O)c1cc(S(=O)(=O)N2CCOCC2)ccc1C (centres undefined)
92	/	?	O=C(CCCN1C(=O)NC2(CCCC2)C1=O)Nc1ccc(F)cc1
93	6	-20%	CCCOc1ccc(C2C(C(=O)c3ccc(C)o3)=C(O)C(=O)N2CCN2CCOCC2)cc1OC (centres undefined)
94	/	-10%	COc1ccc(C/C(N)=N/OC(=O)c2ccc(Cl)cc2)cc1
95	/	?	CCc1ccc(C(=O)NNC(=O)c2ccc3c(=O)n4c(nc3c2)CCC4)cc1
96	5	-6%	COc1ccc(C2NC(=O)c3ccccc3O2)cc1 (centres undefined)
97	-11	-1%	O=C(Nc1cccc2ccccc12)N1CCCN(c2c(Cl)cncc2Cl)CC1
98	1	i	CC(=O)Nc1ccc(S(=O)(=O)N2CCC(NC(=O)C(Cc3cccc(F)c3)NC(C)=O)CC2)cc1 (centres undefined)
99	/	?	CCOc1ccc(NC(=O)c2nsc(Cl)c2Cl)cc1
100	13	4%	Cc1cc(C)nc(N2CCC(C(=O)NNC(=O)c3ccc(Cl)cc3)CC2)n1
101	9	19%	COc1cccc(CC(=O)Nc2sc3c(c2C(N)=O)CCCC3)c1
102	/	?	O=C(N/N=C/c1coc2ccccc2c1=O)c1cc(Br)c(O)c(Br)c1
103	/	?	Cc1cc(N2CCOCC2)cc(C)[n+]1[O-]
104	/	?	COc1ccc(NC(=O)/C(C#N)=C/c2ccc(OCc3ccccc3F)cc2)cc1
105	/	?	CC(C)Cc1cc(CNC(=O)C2CCC(=O)N(CCc3cccc(F)c3)C2)on1 (centres undefined)
106	/	?	O=C(c1ccc2c(c1)OCO2)N1CCN(S(=O)(=O)c2ccc(Br)cc2Cl)CC1
107	17	i	CCN(CCCNC(=O)c1ccc(N2CCCC2=O)cc1)c1cccc(C)c1
108	/	?	CN(C)/C=N/c1ncc(C(=O)c2ccc(Cl)cc2)s1
109	-11	6%	COc1ccc(CCNC(=O)C2CC3Cn4c(nc5ccccc54)C3N2C)cc1 (centres undefined)
110	-6	-4%	CC1(C)CC(=O)c2cc3c(nc2C1)CC(C)(C)CC3=O
111	10	15%	Cc1sc2nc(CN3CCOCC3)nc(Cl)c2c1C
112	/	?	CN(C(=O)c1ccco1)c1nc(-c2ccc(F)cc2)cs1
113	/	?	COCc1cc(C)nc(SCC[N+](C)(C)CC(=O)Nc2cccc(C)c2)c1C#N
114	/	?	CC1CCN(C(=O)CC(NC(=O)c2ccccc2Cl)c2ccccc2)CC1 (centres undefined)
115	/	?	Cc1ccc(S(=O)(=O)NC(C)(C)CN2CCNCC2)cc1

Filtered by structure: those above containing a CF3 group (5)
entry	Lipid storage S3 cell count max	Lipid storage S3	smiles
35	3	9%	Cc1nn(-c2ccccc2)c(C)c1/C=C/C(=O)OCC(=O)Nc1ncc(C(F)(F)F)cc1Cl
47	/	?	Cn1cnnc1Sc1ccc(C(=O)OCC(=O)NCC(F)(F)F)cc1[N+](=O)[O-]
59	/	?	O=C(NCc1ccccn1)c1cc(-c2ccc(Cl)cc2)oc1C(F)(F)F
70	8	i	Cn1ccnc1C(OC(=O)c1ccccc1)C(F)(F)F (centres undefined)
77	/	i	COC(=O)c1ccc2c(=O)[nH]c(CSc3nnc(C(F)(F)F)n3C)nc2c1

4 entries from above, with values under each structure.
Results follow in this order: Lipid storage S3 cell count max, Lipid storage S3
107) CCN(CCCNC(=O)c1ccc(N2CCCC2=O)cc1)c1cccc(C)c1
    17, i
108) CN(C)/C=N/c1ncc(C(=O)c2ccc(Cl)cc2)s1
    /, ?
109) COc1ccc(CCNC(=O)C2CC3Cn4c(nc5ccccc54)C3N2C)cc1 (centres undefined)
    -11, 6%
110) CC1(C)CC(=O)c2cc3c(nc2C1)CC(C)(C)CC3=O
    -6, -4%

Screening results from PubChem BioAssay.
